SV40 large T antigen: SV40 large T antigen inhibitors, biochemical (AID 1903); one-dose inhibition, % at 20 µM; IC50 in µM for titrated hits; hit rate 0.39% among 310,000; SV40 large T antigen ATPase/helicase inhibition assay; higher % means a stronger effect; in the data active = a potency from the dose series; inconclusive = inhibition mostly from about 32% at the one dose, without a potency; inactive = the rest, 99 in 100 with inhibition below about 32%; also: strong numbers were not always called active
CSM14.1 death rescue: rescue of cells from ER stress-induced death, primary screen, 384-well, CSM14.1, thapsigargin, ATP luminescence (AID 1222); one-dose cellular ATP content (survival), % at 20 µM; EC50 in µM for titrated hits; 190,000 tested, under 10 active; CSM14.1 thapsigargin-induced death rescue, ATP luminescence; higher % means a stronger effect;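 active = EC50 below 50 µM in the dose-response confirmation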;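 also: death triggered by thapsigargin at about 15 µM added after 2 h compound pretreatment; cell ATP read after overnight thapsigargin exposure of roughly 18 to 22 hours; normalized against plate controls of thapsigargin alone and 5% DMSO vehicle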
XIAP displacement: XIAP antagonists, biochemical, IAP family, fluorescence polarization (AID 1018); hit rate 0.007% among 200,000; XIAP BIR domain, fluorescence polarization peptide displacement; higher % means a stronger effect; displacement, % at 20 µM; hits with a dose series show IC50 in µM; in the data active = displacement above about 50%; also: a part of the inactive calls stands beside numbers as strong as those of hits
Yfh1-off respiration: enhancers of respiration in Yfh1-depleted yeast, dose response, Friedreich's ataxia, plus single-dose screen (AID 1465) | S. cerevisiae Yfh1-off respiration, WST-1 reduction, 72 h; higher fold induction means a stronger effect | fold induction at 50 µM; hits with a dose series show EC50 in µM | hit rate 0.074% among 220,000;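 active = fold induction of absorbance versus untreated yeast above a set limit, then at least 30% activation at any dose in follow-up; inconclusive = repeats straddling the limit, or above it without dose testing; inactive = fold induction below the set limit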;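 also: activators that raise dye reduction in frataxin-depleted yeast; strong numbers were not always called active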
West Nile antiviral: West Nile virus antiviral activity, cell-based, CPE readout (AID 1621). West Nile virus-infected cells, CPE inhibition; higher % means a stronger effect. one-dose CPE inhibition, % at 10 µM; IC50 in µM for titrated hits. hit rate 0.02% among 290,000; in the data active = a potency from the dose series; inconclusive = CPE inhibition mostly from about 3.7% at the one dose, without a potency; inactive = the rest, 99 in 100 with CPE inhibition below about 2.2%; also: strong numbers were not always called active
UTI89 phage lysis: inhibition of K1F phage lysis, E. coli UTI89, bacterial capsule biogenesis inhibitors, alamar blue (AID 488966); E. coli UTI89 K1F phage lysis, alamar blue, 2 h; higher % means a stronger effect; one-dose inhibition, % at 100 µM; IC50 in µM for titrated hits; hit rate 0.02% among 340,000;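 active = phage lysis inhibition, versus mean bacterial control, above a set limit; inconclusive = no clear call, values can overlap the other calls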;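 also: capsule biogenesis inhibitors block K1F phage lysis so surviving cells raise fluorescence; higher fluorescence means more inhibition of phage lysis; actives were called in the ten point dose series up to 300 µM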
NS5 inhibitors: Dengue-2 NS5 methyltransferase inhibitors, primary screen, biochemical, confirmation dose response (AID 588689); Genome polyprotein (Dengue virus type 2 (strain 16681-PDK53)); Dengue-2 NS5 methyltransferase capping enzyme assay, biochemical; higher % means a stronger effect; inhibition, % at 25 µM, or IC50 in µM where a hit was titrated; hit rate 0.3% among 340,000; in the data active = a potency from the dose series; inconclusive = inhibition above about 29% without an active follow-up result
RSV CPE inhibition: RSV antiviral activity via CPE protection, HEp-2 cells, primary 10 µM value included (AID 2391) | HEp-2 cells, RSV-induced CPE inhibition; higher % means a stronger effect | CPE inhibition, % at 10 µM, or IC50 in µM where a hit was titrated | hit rate 0.13% among 310,000; in the data active = a potency from the dose series; inconclusive = CPE inhibition mostly from about 23% at the one dose, without a potency; inactive = the rest, 99 in 100 with CPE inhibition below about 21%; also: strong numbers were not always called active
WT yeast gro inh: growth inhibition of WT strain, primary screen, mitochondrial fusion inhibitor project, WT and mutant strains, chemical genetic; hit rate 2.1% among 190,000; mitochondrial fusion phenotypic screen; inhibition, % at 10 µM; in the data active = inhibition above about 58%; tested in S. cerevisiae
WT yeast gro inh mutant strain: further read-out of WT yeast gro inh, marked with its call; inhibition, %; mitochondrial fusion phenotypic screen, mutant strain inhibition
NS5 inhibitors pilot replicate: also measured in NS5 inhibitors; calls as there; inhibition, %; measured here: pilot screen replicate inhibition
Active calls of the source: *; i = inactive; ? = inconclusive; nt = no result given; [ ] = another dose, or the depositor's remark.

SMILES | SV40 large T antigen | CSM14.1 death rescue | XIAP displacement | Yfh1-off respiration | West Nile antiviral | UTI89 phage lysis | NS5 inhibitors | RSV CPE inhibition | WT yeast gro inh | WT yeast gro inh mutant strain | others
Cc1cc(=O)oc2c(CN3CCCCC3)c(O)c(Cl)cc12 | 5.4% | -0.9% | 0.5% | i | 0.1% | 0.0% | 1.1% | 1.1% | -7.9 | -1.2
O=C(C1CCCO1)N1CCN(C(=S)Nc2ccccc2F)CC1 (stereo unspecified) | 10.9% | -5.1% | 3.5% | i | 0.0% | -0.6% | 2.2% | 1.2% | -11.2 | 25.4
CC1CCC2(CC1)NC(=O)N(CC(=O)c1ccc[nH]1)C2=O (stereo unspecified) | 9.6% | 1.7% | -5.5% | i | 0.1% | 0.4% | nt | 1.1% | 0.5 | 11.2
CCN1CCCC1CNC(=O)Cn1cccc1C(=O)c1ccccc1 (stereo unspecified) | 9.1% | -3.7% | -6.4% | i | -0.2% | 1.0% | -5.4% | 0.2% | 6.4 | 12.6
CCN1C(=O)[C@H]2[C@@H](c3ccc(C)cc3)N3C(=O)N(c4ccc(OC)cc4)C(=O)[C@@]3(Cc3ccccc3)[C@H]2C1=O | 10.1% | nt | nt | nt | nt | 0.4% | 5.8% | 2.0% | nt | nt
O=C(NCCCN1CCN(c2ccccc2F)CC1)Nc1ccc(F)cc1 | 2.0% | 0.1% | -3.8% | i | -0.1% | 0.4% | -6.2% | 0.3% | -0.1 | -1.6
O=C(CCCCn1c(=O)c2ccccc2n(CC(=O)NC2CCCC2)c1=O)NC1CCCC1 | 22.5% | 4.6% | -4.8% | i | -0.2% | 0.2% | -5.4% | 0.4% | 41.7 | 25.6
S=C1NCN(Cc2cccnc2)CN1Cc1ccccc1 | 9.2% | nt | nt | i | 0.1% | 0.2% | 1.6% | -0.9% | nt | nt
Oc1[nH]c2ccccc2c1N=NC(=S)N1CCOCC1 | 24.1% | nt | nt | i | ? | 0.5% | 7.5% | 5.6% | nt | nt
CCOC(=O)C1CCN(C(=O)c2cccc(S(=O)(=O)Nc3ccc(C)cc3C)c2)CC1 | 7.5% | -0.8% | -8.5% | i | -0.7% | -0.8% | -10.9% | 2.1% | -2.5 | 17.2
CCCCc1ccc(S(=O)(=O)NCCCN2CCCC2=O)cc1 | 14.3% | nt | nt | nt | -0.9% | 0.0% | 4.5% | 4.1% | nt | nt
Cc1nn(C(C)C(=O)NCC2CCCO2)c(=O)c2c1sc1ccccc12 (stereo unspecified) | -1.2% | nt | nt | nt | 0.2% | -0.4% | -9.5% | nt | nt | nt
CC1CCCCC1NC(=O)c1cccc(NC2=NC3CS(=O)(=O)CC3S2)c1 (stereo unspecified) | 4.7% | nt | nt | nt | 0.1% | -2.3% | -1.4% | -1.0% | nt | nt
O=C(NCc1ccccc1Cl)c1cnccc1C(F)(F)F | -2.5% | nt | nt | i | 0.3% | -0.4% | -9.3% | 0.5% | nt | nt
Nc1ccccc1C(=O)/C=C/c1ccc2c(c1)OCO2 | 1.3% | -4.0% | -3.8% | i | 2.5% | -0.1% | -10.2% | 3.5% | 16.4 | 10.2
Cc1c(NC(=O)COc2ccc3ccc(=O)oc3c2)c(=O)n(-c2ccccc2)n1C | 0.1% | nt | nt | nt | nt | 0.4%[50 µM] | -7.4% | -1.8% | nt | nt
O=C(c1ccccc1)c1ccc2nc(Nc3ccccc3)c3nncn3c2c1 | 18.9% | nt | nt | i | -0.1% | -0.8%[50 µM] | 0.8% | 2.5% | nt | nt
CCOC(=O)CNc1nc(Cl)nc(NC(C)(C)C)n1 | 12.9% | -0.5% | -4.6% | i | 0.4% | -0.7% | -8.8% | 0.9% | -1.3 | -18.0
O=C1c2[nH]nc(-c3ccccc3O)c2C(c2cccc(Cl)c2)N1CC1CCCO1 (stereo unspecified) | 5.6% | nt | -3.9% | nt | nt | -0.4% | -10.2% | 7.5% | 10.8 | 8.2 | NS5 inhibitors pilot replicate=-4.1
O=C(NCCc1ccccc1)C1CCCN1C(=O)Nc1ccc(Cl)cc1 (stereo unspecified) | 3.6% | nt | nt | nt | -1.3% | -0.4% | -6.6% | 0.4% | nt | nt
COc1ccc(-n2ncc(C(C)NS(=O)(=O)c3cccs3)c2C)cc1 (stereo unspecified) | 17.4% | nt | nt | nt | -1.2% | -1.4%[50 µM] | -3.2% | 7.6% | nt | nt
Cc1nn(-c2ccccc2)c(C)c1C(=O)NCc1ccc(F)cc1 | 5.7% | -3.4% | -4.0% | i | -0.4% | 1.2%[50 µM] | -2.6% | 1.1% | -3.3 | -9.2
CCN1CCN(c2cc(C)c3cc(NC(=O)CCC(=O)Nc4ccc(OC)c(OC)c4)ccc3n2)CC1 | 6.7% | nt | nt | nt | -0.4% | 0.1% | -5.9% | -0.9% | nt | nt
Cc1occc1C(=O)NNC(=O)Cc1ccccc1 | 2.5% | 0.2% | -1.1% | i | 0.4% | 0.2% | -3.5% | -1.5% | -7.5 | -8.3
CCCOc1cccc(C(=O)N/N=C/c2coc3ccccc3c2=O)c1 | 14.6% | nt | nt | nt | -0.4% | -0.6% | 1.3% | 4.8% | nt | nt

Among those listed so far, 3 have an NH in an aromatic ring:
SMILES | SV40 large T antigen | CSM14.1 death rescue | XIAP displacement | Yfh1-off respiration | West Nile antiviral | UTI89 phage lysis | NS5 inhibitors | RSV CPE inhibition | WT yeast gro inh | WT yeast gro inh mutant strain | others
CC1CCC2(CC1)NC(=O)N(CC(=O)c1ccc[nH]1)C2=O (stereo unspecified) | 9.6% | 1.7% | -5.5% | i | 0.1% | 0.4% | nt | 1.1% | 0.5 | 11.2
Oc1[nH]c2ccccc2c1N=NC(=S)N1CCOCC1 | 24.1% | nt | nt | i | ? | 0.5% | 7.5% | 5.6% | nt | nt
O=C1c2[nH]nc(-c3ccccc3O)c2C(c2cccc(Cl)c2)N1CC1CCCO1 (stereo unspecified) | 5.6% | nt | -3.9% | nt | nt | -0.4% | -10.2% | 7.5% | 10.8 | 8.2 | NS5 inhibitors pilot replicate=-4.1

Back to the main list, starting 2 compounds before the break.
SMILES | SV40 large T antigen | CSM14.1 death rescue | XIAP displacement | Yfh1-off respiration | West Nile antiviral | UTI89 phage lysis | NS5 inhibitors | RSV CPE inhibition | WT yeast gro inh | WT yeast gro inh mutant strain | others
Cc1occc1C(=O)NNC(=O)Cc1ccccc1 | 2.5% | 0.2% | -1.1% | i | 0.4% | 0.2% | -3.5% | -1.5% | -7.5 | -8.3
CCCOc1cccc(C(=O)N/N=C/c2coc3ccccc3c2=O)c1 | 14.6% | nt | nt | nt | -0.4% | -0.6% | 1.3% | 4.8% | nt | nt
O=C(CCn1c(=O)c2sccc2n(CC(=O)OCc2ccccc2)c1=O)NCc1ccccc1 | 9.3% | -0.9% | -4.6% | i | ? | 1.3% | -4.0% | 0.5% | 6.4 | -1.4
C#CCOCCOCCOCCNc1nc(N2CCN(C(=O)[C@H](Cc3ccc(O)cc3)n3cc(CCO)nn3)CC2)nc(N2CCN(C(=O)[C@H](Cc3ccc(O)cc3)n3cc(CCO)nn3)CC2)n1 | 4.8% | -4.2% | -21.5% | nt | nt | nt | nt | 1.4% | -6.2 | -13.4
CC(=O)c1csc(CS(=O)(=O)c2ccccn2)n1 | 10.8% | nt | nt | i | 0.1% | -1.4% | -0.8% | nt | nt | nt
COCCn1nnnc1C(c1cc2cc(C)cc(C)c2[nH]c1=O)N1CCN(c2ccccc2F)CC1 (stereo unspecified) | 11.9% | nt | -1.7% | i | -0.6% | 0.0% | 4.8% | 1.6% | -0.2 | -6.0
Cc1cc(C)c(NC(=O)CSc2nnc(-c3ccncc3)n2Cc2ccco2)c(C)c1 | -2.7% | nt | -5.7% | i | -0.6% | 0.5% | -2.8% | -0.5% | -7.9 | -17.1
N#C/C(=C/c1ccco1)C(N)=S | 51.4% | nt | nt | i | -0.2% | -0.2% | -1.5% | nt | nt | nt
O=c1[nH]c2ccc(NS(=O)(=O)c3ccc(F)c(Cl)c3)cc2[nH]1 | 26.6% | nt | nt | nt | -0.2% | -0.4% | 4.0% | 0.7% | nt | nt
CC(NC(=O)c1ccc([N+](=O)[O-])cc1[N+](=O)[O-])c1ccc(-c2ccccc2)cc1 (stereo unspecified) | 10.2% | -0.9% | 1.3% | i | -0.9% | 1.6%[50 µM] | -1.9% | 1.7% | 19.8 | -5.2
Cc1ccc(NC(=O)CCN2C(=O)CSC2=O)cc1 | -10.8% | -3.0% | -12.7% | i | -0.1% | -0.2% | 0.5% | 1.3% | -5.4 | -7.3
O=C(NC(=S)N1CCCCC1)c1cccs1 | 9.2% | -2.8% | -8.4% | i | 0.6% | 2.7%[50 µM] | -3.2% | -0.1% | -2.5 | 9.7
COc1ccc(N2CC(O)(c3ccc(OC(F)F)cc3)[N+]3=C2CCCC3)cc1 (stereo unspecified) | 5.1% | nt | -0.6% | i | -0.1% | 0.4% | 2.2% | -0.9% | -2.3 | 1.4
O=S(=O)(NCCC(c1ccc(F)cc1)c1ccco1)c1ccccc1 (stereo unspecified) | 9.0% | 0.1% | -5.6% | i | -1.5% | -3.5% | -8.7% | 17.9% | 60.5* | 11.8*
CCC1CCCCN1CCCNC(=O)Cn1ncn2nc(-c3ccc(OC)cc3)cc2c1=O (stereo unspecified) | -4.8% | nt | nt | nt | -0.6% | -0.1% | -5.9% | -1.1% | nt | nt
O=c1[nH]c(-c2ccc(Cl)cc2)cs1 | 2.0% | -2.4% | -9.3% | i | -0.8% | -0.2% | 2.2% | 11.5% | -13.3 | -6.9
COC(=O)c1cccc(COC(=O)c2cc3ccccc3oc2=O)c1 | 22.6% | nt | nt | nt | -0.4% | 0.1% | -5.3% | 1.5% | nt | nt
COC(=O)c1sc2nc(C)cc(C)c2c1N | 6.4% | 0.3% | -0.1% | i | 0.6% | -2.9% | 4.1% | -1.2% | 4.5 | 8.1
COc1ccc(/C=C(\NC(=O)c2ccc(OC)cc2)C(=O)NC(CCSC)C(=O)O)cc1 (stereo unspecified) | 9.1% | -0.7% | -5.4% | i | 0.2% | 1.9%[50 µM] | 0.0% | 0.2% | -5.2 | 13.5
CC1=C(C(=O)O)N2C(=O)C(NC(=O)c3ccccc3Cl)C2SC1 (stereo unspecified) | 2.5% | nt | nt | nt | -0.8% | 0.6%[50 µM] | -5.8% | 2.1% | nt | nt
Cc1ccccc1NC(=O)Cc1nc(COC(=O)CCOc2ccccc2)cs1 | 18.9% | nt | nt | nt | 0.0% | 0.0% | -4.2% | 2.1% | nt | nt
COc1ccc(CNC(=O)[C@H](C)NC(=O)N2CCn3c2nc2ccccc23)cc1 | 7.9% | nt | nt | nt | -0.4% | 0.0% | 0.0% | 4.1% | nt | nt

Bioassay records deposited in PubChem by several laboratories.
